GSIS activator: primary screen for activators of insulin secretion dependent on glucose, INS-1E cells, GLuc reporter luminescence; INS-1E GLuc reporter insulin secretion, 2-3 h; activation, % at 16.6 µM; actives 0.61% (n = 370,000); AID 743287;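 active = lowest replicate activation of at least 40%, so every replicate reaches that level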;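 note: 0% = median of neutral control wells and 100% = median of IBMX positive control wells; some compounds called inactive have numbers as strong as hits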
LGR2 inh: blocks bursicon-induced cAMP signaling via Drosophila LGR2; HEK293 LGR2, CRE-luciferase, bursicon-stimulated, 4 h; inhibition, % at 9.99 µM; actives 0.35% (n = 380,000); AID 720647;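 active = drop in luminescence signal, shown as inhibition above about 50% in the replicate tests, limit read from the data, passing the limit was not always enough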;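 note: agonist challenge used bursicon conditioned medium at about half maximal strength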
PglD DTNB: blocks C. jejuni PglD acetyltransferase activity; inhibition, % at 12.5 µM; actives 0.098% (n = 360,000); purified PglD enzyme, DTNB colorimetric CoA detection; in the data active = inhibition above about 16%, passing the limit was not always enough; note: strong numbers were not always called active
PGC1a acetyl inh: PGC1a acetylation modulation, inhibitor mode; inhibition, % at 15.6 µM; AID 651687; U2OS PGC1a acetylation, AlphaScreen anti-acetyl-lysine; with virally co-expressed GCN5 acetyltransferase; actives 0.17% (n = 350,000);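 active = every replicate shows inhibition of at least 40%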;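 note: 0% = neutral control wells and 100% = positive control wells; some results beyond the cut were filed as inactive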
C2C12 statin: protects C2C12 myotubes from simvastatin toxicity; AID 602340; ATP luminescence, 48 h; scaled: DMSO 0, geranylgeraniol control 100; rescue of ATP level, % at 7.49 µM; actives 0.78% (n = 330,000);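 active = mean ATP rescue above about 67%, or every replicate alone reaching that limit, limit read from the data, passing the limit was not always enough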;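 note: myotubes were challenged with 10 µM simvastatin during compound exposure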
PAX8 reporter: PAX8 transcriptional activity inhibition; RMG-I TPO-luciferase reporter, SteadyGlo, 24 h; actives 1.2% (n = 360,000); inhibition, % at 12.6 µM;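 active = mean replicate inhibition at least 60% with every replicate also reaching 60%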;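 note: luciferase light reporting Pax8 driven TPO promoter activity; plate controls were median of neutral control wells for no effect and mitoxantrone controls for full effect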
ARNT-TACC3 inh: disrupts binding between human ARNT and TACC3. inhibition, % at 9.99 µM. actives 0.66% (n = 390,000). AID 623870. AlphaScreen His-ARNT PAS-B/GST-TACC3 binding, luminescence; TACC3 fragment carries E629A point mutation. Q9Y6A5;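 active = mean inhibition of replicates at least 50% and at least half of replicates each reaching 50%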;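 note: 0% = complete ARNT plus TACC3 wells and 100% = ARNT alone without TACC3; many hits fall short of the cut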
Cneo AK release: Cryptococcus neoformans lysis via adenylate kinase release | actives 0.2% (n = 360,000) | lysis activity, % at 15 µM | C. neoformans lysis, adenylate kinase release luminescence, 4 h; normalised: neutral wells 0, clomiphene wells 100 | AID 651654;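 active = mean lysis activity across replicates of at least 80%, whatever share of replicates individually reach that level; inactive = mean lysis activity below 80%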
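Assay system: Cryptococcus neoformans yeast cells / Dosing: single-point compound dose / Timing: 4 h at 37 °C static, read 1 h later / Measured by: luminescence of released adenylate kinase using an AK detection reagent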
* marks the source's active call; other numbers are inactive results; . = no result given; & = joins results of further samples.

SMILES	GSIS activator	LGR2 inh	PglD DTNB	PGC1a acetyl inh	C2C12 statin	PAX8 reporter	ARNT-TACC3 inh	Cneo AK release
CC1Nc2ccccc2C(=O)N1NS(C)(=O)=O (stereo unspecified)	-9	14	.	4	.	-13	-5	.
O=C1c2cccnc2C(=O)N1c1ccccc1-c1ccccc1	.	.	.	6	-2	-13	1	-1
CC(NC(=O)c1cccc(S(=O)(=O)N2CCN(C)CC2)c1)C1CC2CCC1C2 (stereo unspecified)	-9	-16	.	-2	.	29	0	.
CCCc1nn2c(=O)cc(CSCC(=O)Nc3ccc(OC)cc3)nc2s1	-6	6	-2	.	2	-10	-2	0
CCOC(=O)C1CCN(C(=O)c2ccc(OC3CCN(C(=O)COC)CC3)cc2)CC1	4	-18	-3	.	3	.	4	1
CCN(CC)c1ccc(/C=N/NS(=O)(=O)c2ccc(C)c([N+](=O)[O-])c2)cc1	-14	12	.	5	-3	-16	-3	.
COC(=O)c1[nH]c2cc(OC)ccc2c1NC(=O)CCN1CCCCC1	.	.	-14	21	-8	.	1	3
O=C(C[C@H]1CC[C@@H]2[C@H](COC[C@@H](O)CN2C(=O)Nc2ccc(C(F)(F)F)cc2)O1)NCCc1ccncc1	-17	9	-3	-2	-6	-6	3	5
O=C(C1=C[C@H](c2ccc3c(c2)OCO3)C[C@H](OCCCCO)O1)N1CCN(Cc2ccc3c(c2)OCO3)CC1	-2	0	1	-2	9	13	-5	0
O=C(NCc1cccc(C(F)(F)F)c1)C1CC(c2ccccc2[N+](=O)[O-])=NO1 (stereo unspecified)	-38	-9	6	5	-1	-9	.	-1
COc1ccc(CCN2CC(O)=C(c3nc(C)cs3)C2=N)cc1OC	.	.	-8	.	3	2	-11	0
C[C@@H]1CN([C@@H](C)CO)C(=O)c2cccc(NS(=O)(=O)c3cn(C)cn3)c2O[C@H]1CN(C)C(=O)NC1CCCCC1	34	0	-1	12	11	.	-9	-2
O=C(CCCCCn1c(=O)[nH]c2ccsc2c1=O)N1CCCCC1	.	.	3	8	2	.	-6	2
COc1cc2ncnc(NCc3ccccc3Cl)c2cc1OC	2	13	.	10	.	-34	-2	.
COc1cc(-c2cc(-c3ccccc3)nc(SCC(=O)Nc3nccs3)c2C#N)cc(OC)c1OC	.	.	3	-4	-1	.	10	3
O=c1nccc(N/N=C/c2ccccc2)[nH]1	5	-17	5	1	-3	-32	2	-3
Nc1ccc2cn[nH]c2c1	6	-3	-4	.	4	16	8	-1
N#Cc1ccc(-c2ccc(C3[C@@H]4CN(C(=O)Nc5ccc(C(F)(F)F)cc5)C[C@H]3N4)cc2)cc1 (stereo partly specified)	49&-39	15&-12	.	-5&5	.	15&52	.	.
C=C(C)COc1ccc2c(C)c(C)c(=O)oc2c1OCC(=C)C	.	.	6	-24	-8	.	-5	2
Cc1cc(=O)n2[nH]c(C)cc2n1	9	37	.	1	-7	10	5	.

5 structures out of the list, sorted by heavy-atom count, rising:
SMILES	GSIS activator	LGR2 inh	PglD DTNB	PGC1a acetyl inh	C2C12 statin	PAX8 reporter	ARNT-TACC3 inh	Cneo AK release
CC1Nc2ccccc2C(=O)N1NS(C)(=O)=O (stereo unspecified)	-9	14	.	4	.	-13	-5	.
COC(=O)c1[nH]c2cc(OC)ccc2c1NC(=O)CCN1CCCCC1	.	.	-14	21	-8	.	1	3
O=C(NCc1cccc(C(F)(F)F)c1)C1CC(c2ccccc2[N+](=O)[O-])=NO1 (stereo unspecified)	-38	-9	6	5	-1	-9	.	-1
COc1cc(-c2cc(-c3ccccc3)nc(SCC(=O)Nc3nccs3)c2C#N)cc(OC)c1OC	.	.	3	-4	-1	.	10	3
C[C@@H]1CN([C@@H](C)CO)C(=O)c2cccc(NS(=O)(=O)c3cn(C)cn3)c2O[C@H]1CN(C)C(=O)NC1CCCCC1	34	0	-1	12	11	.	-9	-2

The results go on.
SMILES	GSIS activator	LGR2 inh	PglD DTNB	PGC1a acetyl inh	C2C12 statin	PAX8 reporter	ARNT-TACC3 inh	Cneo AK release
Cc1ccc(N2C(=O)C3CCC(c4ccccc4)CC3C2=O)cc1 (stereo unspecified)	1	-5	.	.	.	-13	-3	.
O=C(CN(c1ccc(F)cc1)S(=O)(=O)c1ccc2c(c1)OCCO2)NCc1cccnc1	-6	-2	-7	.	6	.	0	2
CC(C)OCCCNc1ncnc2c1[nH]c1ccccc12	-25	0	-1	-1	-27	.	2	4
CCOc1ccccc1CN1CCNC(=O)C1CC(=O)NCCN1CCOC1=O (stereo unspecified)	42	0	4	9	1	9	2	1
CCC1CCCCN1C(=O)c1cc(-c2ccc(Cl)c(Cl)c2)on1 (stereo unspecified)	-11	-51	1	-9	-17	.	-4	-3
O=C(C1CCN(S(=O)(=O)c2ccc(Cl)cc2)CC1)N1CCN(c2ccccn2)CC1	.	.	0	-10	1	-3	-6	-4
Cc1ccccc1S(=O)(=O)N1CC(=O)N2[C@H](C1)[C@@H](c1ccc(C#CC3CC3)cc1)[C@@H]2CO	9	35	.	-14	.	20	.	.
CCC(C(=O)N1CCN(c2ccccn2)CC1)n1nc(C)n2c(cc3occc32)c1=O (stereo unspecified)	.	.	4	.	38	.	4	-1
COc1ccccc1CNC(=O)C[C@@H]1CC[C@@H]2[C@H](COC[C@H](O)CN2C(=O)Nc2ccc(C(F)(F)F)cc2)O1	-30	8	-4	8	-32	14	0	37
Cc1cccc(NC(=O)[C@H](C)NC(=O)[C@@H]2Cc3ccccc3CN2C(=O)OC(C)(C)C)c1	-34	2	1	4	14	6	0	0
CCCCn1c(N)c(N(CC)C(=O)c2cccs2)c(=O)[nH]c1=O	3	-2	0	0	-2	13	-6	4
Cc1cc(O)c(C(C[N+](=O)[O-])c2ccc(Cl)cc2)c(=O)o1 (stereo unspecified)	-6	-9	2	2	.	.	.	2
CCOC(=O)C1=C(C)N(CCCCCC(=O)O)C(=O)NC1c1ccc([N+](=O)[O-])cc1 (stereo unspecified)	-8	-5	-1	.	-3	-4	-4	8
CO[C@@H]1CN(C)C(=O)c2cc(NC(C)=O)ccc2OC[C@H](C)N(C(=O)CN(C)C)C[C@H]1C	5	5	8	.	-5	9	4	3
CC(=O)c1ccc(N2CCN(Cc3nc(Cc4ccccc4)no3)CC2)cc1	-16	-22	.	.	.	-10	-1	.
CCN(CC(=O)Nc1ccc(NC(C)=O)cc1)C(=O)CCCOc1cccc(C)c1	-7	9	-5	.	-6	8	2	-1
COCCCNC(=O)C1CCN(c2ccc(N3CCOCC3)nn2)CC1	4	26	-5	5	.	-5	-2	-1
CCOC(=O)CC(NS(=O)(=O)c1ccc(NC(C)=O)cc1)c1ccc(OCC)cc1 (stereo unspecified)	.	.	0	7	-9	-14	10	-6
CCOc1ccc(CC(=NCCc2ccccc2)C2=C(O)CC(C)(C)CC2=O)cc1OCC	-20	10	-1	.	.	-9	2	1
CC(=O)C1=CCC(c2cccc3ccccc23)N(S(=O)(=O)c2ccc(C)cc2)C1 (stereo unspecified)	.	.	4	-62	8	-18	.	-7
C/C=C/c1ccc([C@@H]2[C@@H](CO)N3CCCCN(S(=O)(=O)c4ccccc4)C[C@@H]23)cc1	-1	15	0	-8	.	17	0	-1
COc1ccc(S(=O)(=O)N2C[C@@H](O)COC[C@H]3O[C@H](CC(=O)NCCN4CCCCC4)CC[C@@H]32)cc1	22	-14	-1	-7	5	.	-9	-1
O=S(=O)(Nc1ccc(Cl)cc1)c1ccc(N2CCOCC2)c(NC(=S)NCCN2CCOCC2)c1	-20	1	-3	3	-8	4	.	2
Nc1ccc([N+](=O)[O-])cc1C(=O)NNC(=O)c1ccco1	.	.	0	-1	.	-10	1	0
c1ccc2c(c1)nc(NCC1CCCO1)c1nnnn12 (stereo unspecified)	0	-38	.	6	-8	-11	-15	-4
COc1ccc(NC(=O)N[C@@H]2CC[C@@H](CCNS(=O)(=O)c3ccccc3F)O[C@@H]2CO)cc1	3	19	1	8	12	23	-1	-4
COc1ccc([C@@H]2[C@@H]3C(=O)N(C(C)(C)C)C(=O)[C@@H]3[C@]3(Cc4ccc(Cl)cc4)C(=O)N(c4cccc(F)c4)C(=O)N23)cc1	0	-2	1	-12	1	5	-1	1
S=c1nc(C2CCCCC2)n(-c2ccccc2)[nH]1	4	-4	.	7	7	-18	0	.
O=c1[nH]c(C2CCN(S(=O)(=O)c3cccc([N+](=O)[O-])c3)CC2)nc2c1nnn2Cc1ccccc1	-44	4	-1	-9	13	18	1	5
COCCNC(=O)C[C@H]1C[C@H]2c3cc(NC(=O)Nc4ccccc4F)ccc3O[C@H]2[C@H](CO)O1	16	4	1	0	-2	-6	2	-1
CC(=O)N(C)C[C@H]1Oc2ncc(-c3ccccc3F)cc2C(=O)N([C@H](C)CO)C[C@H]1C	27	-10	-2	-1	-5	.	-10	1
O=C(C1CCCC1)N1C[C@@H]2[C@H](c3ccccc31)[C@H](CO)N2C(=O)Cc1ccccn1	-19	-6	16	0	10	4	51*	-4
O=C(Nc1ccc(Cc2ccncc2)cc1)c1ccc(Br)o1	.	.	4	-8	21	-84	5	-2
CCCC(=O)Nc1ccc2c(c1)C(=O)N(C)[C@@H]1CC[C@H](CC(=O)N3CCCCC3)O[C@@H]1CO2	-4	-9	0	0	6	-1	-11	0
COc1ccc(-c2ccc(S(=O)(=O)N3CCOCC3)cc2)cc1	17	-6	.	-3	.	.	2	.
COc1ccc(-c2[nH]ncc2CN(C)Cc2nonc2C)c(OC)c1	-2	3	.	-8	2	4	-2	.
c1ccc(CNc2ncnc3c2cnn3-c2ccccc2)cc1	.	.	0	.	-39	.	30	0
C[C@@H]1CN([C@H](C)CO)S(=O)(=O)c2ccc(C3=CCCC3)cc2O[C@@H]1CN(C)S(=O)(=O)c1ccc(F)cc1	6	17	0	-2	-32	.	-9	-1
O=C(Nc1ccccc1)N1CCCc2ccccc21	.	.	-1	0	-4	.	-11	0
COc1ccc(OC)c(C2C(C#N)=C(N)Oc3c2c(C)nn3-c2ccc(C)cc2)c1 (stereo unspecified)	.	.	1	14	17	.	1	-2
O=c1c2c(-c3ccc([N+](=O)[O-])cc3)ccnc2[nH]n1-c1ccccc1	-3	9	-5	-4	4	-22	-5	1
CCOC(=O)c1cc(-c2sc(NC(=O)c3ccccc3)nc2C)n(-c2ccc(Br)cc2)n1	5	-19	.	-21	4	9	.	.
O=C(C[C@@H]1CC[C@H]2[C@@H](COC[C@@H](O)CN2C(=O)Nc2ccc(F)cc2)O1)NCCCN1CCOCC1	-2	-6	1	9	-15	-30	-6	-1
Cc1cc(C)cc(NC(=O)COC(=O)C2CC3C=CC2C3)c1 (stereo unspecified)	2	20	.	-2	2	9	.	0

Reformatted: results already given
CCOC(=O)c1cc(-c2sc(NC(=O)c3ccccc3)nc2C)n(-c2ccc(Br)cc2)n1
  GSIS activator: 5
  LGR2 inh: -19
  PglD DTNB: .
  PGC1a acetyl inh: -21
  C2C12 statin: 4
  PAX8 reporter: 9
  ARNT-TACC3 inh: .
  Cneo AK release: .
O=C(C[C@@H]1CC[C@H]2[C@@H](COC[C@@H](O)CN2C(=O)Nc2ccc(F)cc2)O1)NCCCN1CCOCC1
  GSIS activator: -2
  LGR2 inh: -6
  PglD DTNB: 1
  PGC1a acetyl inh: 9
  C2C12 statin: -15
  PAX8 reporter: -30
  ARNT-TACC3 inh: -6
  Cneo AK release: -1

From PubChem BioAssay
